# V1aR counter: activates human V1a receptor in oxytocin agonist counter-screen. activation, % at 3 µM. CHO-V1R cells, Fluo-8 calcium fluorescence, agonist mode; 0% DMSO, 100% 3 nM vasopressin. 0.25% of 320,000 active. P37288;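 active = activation above the mean activation of all tested compounds plus 3 SD, per screening run, cut at about 20% in these data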;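 also: signal is peak over basal fluorescence ratio across a 100 second FLIPR read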
# Target sequence (P37288 whole entry, looked up): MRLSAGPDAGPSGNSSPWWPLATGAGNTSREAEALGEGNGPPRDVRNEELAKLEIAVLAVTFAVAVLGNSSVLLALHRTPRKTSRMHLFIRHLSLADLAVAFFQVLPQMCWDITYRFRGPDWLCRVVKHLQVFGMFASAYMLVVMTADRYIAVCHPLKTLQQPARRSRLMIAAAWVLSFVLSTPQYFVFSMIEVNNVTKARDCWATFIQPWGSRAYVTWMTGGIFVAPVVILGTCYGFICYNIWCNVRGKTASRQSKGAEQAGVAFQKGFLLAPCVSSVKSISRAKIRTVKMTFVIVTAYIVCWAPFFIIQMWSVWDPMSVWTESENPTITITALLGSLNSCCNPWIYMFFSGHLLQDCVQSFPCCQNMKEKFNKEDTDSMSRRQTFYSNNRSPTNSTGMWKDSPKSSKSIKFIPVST
# M1 antag: antagonists of human M1 muscarinic receptor; AID 588852; CHO-K1 hM1, Fluo-8 calcium fluorescence, ACh EC80 antagonist; P11229; inhibition, % at 3 µM; 1.3% of 360,000 active;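 active = percent inhibition above its own plate's cutoff, namely the mean of that plate's compound wells plus 3 SD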;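 also: peak over basal fluorescence ratio during 140 s after agonist addition; 0% = ACh EC80 plus DMSO and 100% = DMSO alone without agonist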
# CHRM1 agonist: human M1 muscarinic receptor agonism; P11229; CHO-K1 hM1, Fluo-8 calcium fluorescence, agonist mode; 0% DMSO, 100% acetylcholine EC100; activation, % at 3 µM; 0.33% of 360,000 active;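 active = activation above the run's mean compound activation plus 3 SD, cut at about 16% in these data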;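 also: peak over basal fluorescence ratio within a 140 s kinetic read after compound addition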
# OXTR potentiate: human OXTR potentiation | P30559 | CHO-OTR cells, Fluo-8 calcium fluorescence, potentiator mode; 0% = oxytocin EC15, 100% = EC100 | activation, % at 3 µM | 0.061% of 320,000 active;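 active = activation above that plate's cutoff, the mean activation of tested compounds plus 3 SD, cut at about 6.6% in these data, passing the limit was not always enough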;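 also: 100% uses oxytocin at 75 nM as the full agonist control; some results filed as inactive read as strong as hits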
#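 test system = CHO-OTR cells, human receptor | compound = single-point 3.0 µM | schedule = 6 min compound pre-incubation at room temperature, 100 s kinetic read | signal = Fluo-8 no-wash calcium dye fluorescence, excitation 470-495 nm, emission 515-575 nm | repeats = single well per compound, singlicate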
# CHO parental Ca: counter-screen for OX1R antagonists: effect in parental CHO cells; parental CHO-K1, ATP-induced calcium, Fluo-8 fluorescence; inhibition, % at 5.6 µM; 0.63% of 330,000 active; AID 463079;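 active = inhibition above that plate's mean sample inhibition plus 3 SD, cut at about 26% in these data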;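 also: 0% = ATP-challenged DMSO wells and 100% = DMSO wells without ATP; some compounds past the cut are filed as inactive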
#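 Test system: parental CHO cells; detection: calcium-sensitive Fluo-8 fluorescence; evaluation: percent inhibition of calcium signal; also added: ATP as calcium-mobilizing challenge; repeats: one well per compound; control set: ATP-challenged DMSO wells low, unchallenged DMSO wells high; compound: single nominal dose of 5.6 µM per compound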
# CHRM1 PAM: positive allosteric modulators of human M1 muscarinic receptor; CHO-K1 hM1, Fluo-8 calcium fluorescence, ACh EC20; 0% = ACh EC20, 100% = maximal ACh; 0.088% of 360,000 active; P11229; activation, % at 3 µM; in the data active = activation above about 19%, passing the limit was not always enough
# TAAR1 antag: human TAAR1 antagonism. Q96RJ0. CHO RD-HGA16 TAAR1, Fluo-8 calcium fluorescence, antagonist. inhibition, % at 3 µM. 1.5% of 360,000 active;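 active = inhibition above a per-plate cutoff, the mean inhibition of test compounds on that plate plus 3 SD, cut at about 49% in these data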;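 also: 0% = DMSO plus EC80 beta-PEA response and 100% = DMSO alone without agonist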
# Target sequence (Q96RJ0 whole entry, looked up): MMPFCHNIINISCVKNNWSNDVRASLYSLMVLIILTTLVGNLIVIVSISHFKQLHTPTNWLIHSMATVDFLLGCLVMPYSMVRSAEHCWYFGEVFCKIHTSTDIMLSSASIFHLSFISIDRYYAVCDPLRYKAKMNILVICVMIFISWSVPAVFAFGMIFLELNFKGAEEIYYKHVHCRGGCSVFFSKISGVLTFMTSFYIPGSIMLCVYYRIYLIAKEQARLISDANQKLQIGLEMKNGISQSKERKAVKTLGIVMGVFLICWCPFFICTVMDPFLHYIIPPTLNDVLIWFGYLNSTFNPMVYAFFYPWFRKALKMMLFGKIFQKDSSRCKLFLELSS
#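 Material: CHO RD-HGA16 cells bearing hTAAR1; compound dosing: one-point dosing, 3 µM nominal final; schedule: dye loading 75 min at 37 °C, then 30 min room temperature; measured by: calcium fluorescence with Fluo-8; control set: vehicle and agonist controls; replication: n of 1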
# OXTR ag: human OXTR agonism | activation, % at 3 µM | 0.32% of 320,000 active | CHO-OTR cells, Fluo-8 calcium fluorescence; normalized: DMSO 0%, oxytocin 100%;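 active = activation above the mean of all tested compounds plus 3 SD, cutoff set per screening run, cut at about 20% in these data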;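 also: peak over basal fluorescence ratio from a 100 s FLIPR kinetic read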
# TAAR1 ag: human TAAR1 agonism | Q96RJ0 | CHO RD-HGA16 TAAR1, Fluo-8 calcium fluorescence; vehicle wells 0%, saturating PEA agonist 100% | activation, % at 3 µM | 0.99% of 360,000 active;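 active = activation above the mean activation of all test compounds in the run plus 3 SD, cut at about 38% in these data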
#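 System: CHO RD-HGA16 cells carrying human TAAR1 plus Gα16; Incubation: 17-24 h seeding, 75 min 37 °C dye, 30 min RT; Measured by: Fluo-8 fluorescence, 5 s baseline then 140 s kinetic read; Control set: DMSO and PEA EC100; Replication: single well for each compound.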
# The depositor's hits bear a star; . = no result given.
# Results follow in this order: V1aR counter, M1 antag, CHRM1 agonist, OXTR potentiate, CHO parental Ca, CHRM1 PAM, TAAR1 antag, OXTR ag, TAAR1 ag
- CCOC(=O)c1cc(C#N)c(SCC(=O)Nc2ccc(C(C)=O)cc2)[nH]c1=O
→ -0.8, -16, -3, -1, -3, 11, -24, 0.0, -2
- CCc1nnc(NC(=O)C(C)Sc2ccccc2)s1 (configuration not stated)
→ -0.7, 0, -12, -1, -5, 2, 7, -2.5, 0
- O=C(O)CSc1nnc(-c2ccncc2)n1-c1ccc(Cl)cc1
→ 0.2, -6, -3, 7, 8, 10, 1, 1.4, 13
- CNS(=O)(=O)c1cccc(C(=O)OCC(=O)Nc2nc(OC)cc(OC)n2)c1
→ 1.1, 24, -1, -5, -22, -11, -3, 2.9, 3
- COCCNC(=O)C1CC(c2ccccc2C(F)(F)F)=NO1 (configuration not stated)
→ 0.1, -2, -5, 4, -8, 3, 17, 0.4, -1
- COc1ccccc1CNc1nc(=S)[nH]c2cc(OC)c(OC)cc12
→ 2.3, -6, -7, 1, -8, -1, 12, -0.3, 4
- O=C(OC(C(=O)NC1CCCCC1)c1ccccc1F)c1ccco1 (configuration not stated)
→ -1.0, -9, -3, 1, -2, 13, -1, -0.7, -5
- CC(C)C(=NO)c1ccccc1
→ ., -27, -4, ., ., 10, 0, ., 0
- Cc1ccc(NC2c3ncccc3C(=O)N2Cc2cccs2)cc1C (configuration not stated)
→ -1.4, 4, -9, -3, -30, -6, 3, -0.6, 9
- CC(=O)Nc1cccc(-c2csc(Nc3cc(C)ccn3)n2)c1
→ 1.8, -17, -1, -12, -23, 6, 5, 0.5, 2
- O=C(NCc1nc2ccccc2[nH]1)c1ccco1
→ -0.4, -9, -2, 3, -2, 7, -20, 0.5, 6
- CCn1c(CCNC(=O)c2cccs2)nnc1SCC(=O)Nc1ccc(Cl)cc1
→ -1.5, 4, -5, 0, -14, -2, 3, -1.4, 14
- COCC(O)CNc1ccccc1 (configuration not stated)
→ -0.7, 1, 0, -2, 0, 4, 8, -0.3, 5
- N#Cc1c(Cl)cccc1N1CCSCC1
→ ., -11, -12, ., ., 7, -4, ., -2
- COc1ccc(CCNC(=S)NCc2ccc(Cl)c(Cl)c2)cc1OC
→ 7.5, -2, -5, -13, -13, 2, 0, 9.3, 6
- C=CCC(=O)NC(C)c1cnn(-c2ccccc2C)c1C (configuration not stated)
→ -0.4, -6, -3, -1, -5, 6, -21, -0.1, -1
- Cn1c(NNC(=O)c2cccc3ccccc23)cc(=O)n(C)c1=O
→ 1.0, -11, -2, -5, -4, 4, -12, -0.8, 3
- O=C(NCCCNCc1ccccc1)/C(=N\O)c1ccccc1
→ 1.1, -9, -4, -10, -5, 7, -11, -0.2, 10
- O=C(c1cc(-c2ccc(Cl)cc2)nc2ccccc12)N1CCOCC1
→ -1.5, 5, 0, -6, -16, 6, -1, -2.0, 5
- Cc1onc(-c2ccccc2Cl)c1C(=O)Nc1cccc(S(=O)(=O)NC2=NCCC2)c1
→ -0.7, 7, -3, -3, -6, -8, 6, 0.1, 2
- O=C(CN1C(=O)CSc2ccccc21)Nc1ccc2c(c1)OCCO2
→ 2.0, 2, -3, 0, -3, 1, -18, 2.0, 1
- COc1cccc(C2c3c(-c4ccccc4O)n[nH]c3C(=O)N2Cc2ccco2)c1 (configuration not stated)
→ 0.0, 2, -3, -7, -9, -1, -7, -0.1, -1
- c1ccc(-c2n[nH]c(-c3ccccc3)c2-c2nc3ccccc3[nH]2)cc1
→ 0.8, -5, 1, -20, -3, 5, -5, -0.5, 21
- C=CCNC1=C(Cl)C(=O)N(c2ccccc2Cl)C1=O
→ -0.6, -3, -5, -2, -3, 3, -16, -0.7, 5
- Cc1cc(C)n(C(=O)Cn2nc([N+](=O)[O-])c(Br)c2C)n1
→ -0.9, 2, -2, -11, -7, 1, -10, 0.4, 1
- CN(C(=S)NC(=O)C1CCCC1)c1ccccc1
→ ., -7, -7, ., ., 3, -10, ., -1
- COc1cc(C2CC(=O)NC3=C2C(=O)CC(C)(C)C3)ccc1O (configuration not stated)
→ ., -15, -4, ., ., 1, -5, ., 4
- O=C(CCC(=O)N1CCOc2ccc(Cl)cc21)NCCCN1CCN(c2ccccc2F)CC1
→ 0.0, 2, -6, -10, -16, -7, -18, -1.3, 6
- N#CCCn1cc(C(=O)Nc2ccc(C(=O)O)cc2)c(-c2cccs2)n1
→ 1.6, 6, -6, 0, 1, 2, -4, 1.6, 1
- COc1cc(OC)cc(C(=O)N[C@H](C(=O)Nc2ccccc2N2CCOCC2)C(C)C)c1
→ -1.6, 1, -2, -13, -19, -1, -6, -2.1, 14
- O=C(NCCS(=O)(=O)N1CCCCC1)c1ccccc1
→ -0.3, -5, -4, 1, -6, 3, -9, 0.2, 1
- COCCN(C(=O)COC(=O)CCc1ccccc1)c1c(N)n(Cc2ccccc2)c(=O)[nH]c1=O
→ ., 0, 0, ., ., 1, -34, ., 1
- O=C(NCCOC(=O)c1ccc(S(=O)(=O)N2CCOCC2)cc1)c1cccnc1
→ 1.9, -5, -3, -9, -8, 6, 6, 0.2, 10
- Cc1occc1-c1nnc(SCC(=O)NCCc2ccccc2)n1C(C)c1ccccc1 (configuration not stated)
→ 0.2, -6, -6, 0, -31, 0, 8, -2.1, 6
- COc1ccc(CN2CCC(n3nccc3NC(=O)C3CCCC3)CC2)c(OC)c1
→ 0.9, 1, -3, 3, -15, 4, -12, -0.8, -1
- Cc1nc(CS(=O)(=O)c2ccc(Cl)cc2)sc1C(=O)O
→ 1.1, -17, 1, 2, 2, 11, -2, 2.0, 0
- COc1cc(NC(=O)c2cccc(Cl)c2)c(OC)cc1NC(=O)CN1CCCCC1
→ -1.4, -5, -11, 2, -28, 9, -3, -2.9, 4
- COc1cc(/C=N\NC(=O)C2CC3C=CC2C3)ccc1O (configuration not stated)
→ 2.0, 0, -5, -8, -5, -1, 0, 1.1, 3
- CCCCN(CC)CCCNC(=O)c1cc2c(=O)[nH]c3ccccc3c2s1
→ 1.8, -3, -10, -13, -7, 6, -14, -0.7, 0
- C[C@H]1COC(=O)[C@@H](Cc2ccc(F)cc2)CC/C=C\C[C@H](CC(=O)NCCO)C(=O)N1
→ -0.6, -4, -9, -3, -10, 7, -1, -0.4, 18
- CCOC(=O)c1c(C)[nH]c(NC(=O)Nc2ccc(NC(C)=O)cc2)c1C
→ ., 12, -3, ., ., -6, -8, ., 0
- COc1ccccc1C(=O)NCC(=O)N/N=C/c1ccncc1
→ 0.8, -10, -6, -9, 0, 11, 18, 0.3, 1
- COC(=O)c1ccccc1NC(=O)CCc1ccccc1
→ 0.2, -9, -7, -13, -15, 4, -2, -2.9, -2
- CC(C)CC(NC(=O)OC(C)(C)C)C(=O)NC(C(=O)NC(C)C(N)=O)C(C)C (configuration not stated)
→ 0.9, 16, -3, 0, -1, -7, 2, 2.0, 0
- COc1ccc(C2/C=C\CN(C(=O)c3ccc(C)cc3)CC(=O)N2Cc2ccc(F)cc2)cc1 (configuration not stated)
→ 0.0, -3, 1, -15, -25, 4, 5, -1.4, 5
- COc1ccc(C(=O)N/C(=C\c2cccs2)C(=O)N2CCN(C)CC2)cc1OC
→ 1.1, -11, -6, -3, -17, 12, 17, 1.0, -4
- CCOc1ccc2oc(C(=O)Nc3ccc(C)cn3)c(C)c2c1
→ ., -21, 2, ., ., 10, -39, ., 3
- C=CCn1cccc(C(=O)Nc2cc(OC)c(OC)c(OC)c2)c1=O
→ 5.7, 4, -3, -11, 3, 1, 2, 1.6, 4
- CCC(=O)N1CCN(c2ccc(Cl)cc2NC(=O)c2ccc(N3CCCC3)c([N+](=O)[O-])c2)CC1
→ 0.3, -2, -6, -5, -22, 4, 14, 1.6, 6
- COc1cc(-n2nnnc2SCC(=O)N2CCN(c3ccc(F)cc3)CC2)c(OC)cc1Cl
→ ., 21, -5, ., ., -3, 13, ., 11

# Next entries follow:
# Results follow in this order: V1aR counter, M1 antag, CHRM1 agonist, OXTR potentiate, CHO parental Ca, CHRM1 PAM, TAAR1 antag, OXTR ag, TAAR1 ag
- COc1cc2c(cc1OC)CN(Cc1cc(OC)c(O)c(OC)c1)CC2
→ 0.9, 1, -5, -6, -14, 3, -9, -0.1, 1
- CN(C)S(=O)(=O)N1CCN(C(=O)N(c2ccccc2)c2ccccc2)CC1
→ 0.2, 11, -8, -4, -18, -4, -2, 0.8, 1
- CN(C(=O)COC(=O)COc1ccc(Cl)cc1Cl)c1c(N)n(Cc2ccccc2)c(=O)[nH]c1=O
→ -0.9, -22, -2, -7, -5, 7, -10, -1.6, 1
- CC(=O)C1=C(C)NC(SCc2cccc3ccccc23)=C(C#N)C1c1ccco1 (configuration not stated)
→ -1.1, -7, -4, -7, -20, -1, -18, -1.2, -1
- CNCCOc1ccccc1OC(C)C
→ 1.6, -5, -10, -1, -3, 2, -11, 0.0, 2
- CC(=O)c1cccc(-c2cnc3c(NC=O)cc(-c4ccc(C(=O)N5CCOCC5)cc4)cn23)c1
→ ., -4, -9, ., ., 6, -21, ., -2

# Compounds above containing an NH in an aromatic ring (9):
# Results follow in this order: V1aR counter, M1 antag, CHRM1 agonist, OXTR potentiate, CHO parental Ca, CHRM1 PAM, TAAR1 antag, OXTR ag, TAAR1 ag
- CCOC(=O)c1cc(C#N)c(SCC(=O)Nc2ccc(C(C)=O)cc2)[nH]c1=O
→ -0.8, -16, -3, -1, -3, 11, -24, 0.0, -2
- COc1ccccc1CNc1nc(=S)[nH]c2cc(OC)c(OC)cc12
→ 2.3, -6, -7, 1, -8, -1, 12, -0.3, 4
- O=C(NCc1nc2ccccc2[nH]1)c1ccco1
→ -0.4, -9, -2, 3, -2, 7, -20, 0.5, 6
- COc1cccc(C2c3c(-c4ccccc4O)n[nH]c3C(=O)N2Cc2ccco2)c1 (configuration not stated)
→ 0.0, 2, -3, -7, -9, -1, -7, -0.1, -1
- c1ccc(-c2n[nH]c(-c3ccccc3)c2-c2nc3ccccc3[nH]2)cc1
→ 0.8, -5, 1, -20, -3, 5, -5, -0.5, 21
- COCCN(C(=O)COC(=O)CCc1ccccc1)c1c(N)n(Cc2ccccc2)c(=O)[nH]c1=O
→ ., 0, 0, ., ., 1, -34, ., 1
- CCCCN(CC)CCCNC(=O)c1cc2c(=O)[nH]c3ccccc3c2s1
→ 1.8, -3, -10, -13, -7, 6, -14, -0.7, 0
- CCOC(=O)c1c(C)[nH]c(NC(=O)Nc2ccc(NC(C)=O)cc2)c1C
→ ., 12, -3, ., ., -6, -8, ., 0
- CN(C(=O)COC(=O)COc1ccc(Cl)cc1Cl)c1c(N)n(Cc2ccccc2)c(=O)[nH]c1=O
→ -0.9, -22, -2, -7, -5, 7, -10, -1.6, 1
